Screening results deposited in PubChem BioAssay by National Center for Advancing Translational Sciences (NCATS).
aSyn yeast rescue: qHTS of alpha-syn Inhibitors: NCGC Sytravon Library Screen; 94,000 compounds, 0.02% hits; S. cerevisiae alpha-synuclein toxicity rescue, BacTiter-Glo growth, 24 h; Potency, µM (highest dose often 46.1 µM), inactives show at the highest dose growth rescue (activation), hits mostly activators; AID 1347070, 2019; active = well fitted activation curve with a large enough effect; inconclusive = small, poorly fitted or top-dose-only effect; note: 0% is about no effect
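Growth restoration measured by BacTiter-Glo luminescence after 24 hr at 30 deg C; alpha-synuclein yeast, raffinose-pregrown to mid-log, were added at OD600=0.02 in galactose medium onto pinned compounds.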
An asterisk follows results filed as active; ? = inconclusive; [ ] = remark or other dose. Potency is the fitted concentration of half-maximal effect.

SMILES	aSyn yeast rescue
CCN1CCc2c(sc(-n3cccc3)c2C(C)NC(=O)Nc2cc(Cl)c(OC)cc2OC)C1 (stereo unspecified)	-10%
O=C(CCN1CCCO1)N1CCCC(Nc2cccc(F)c2)C1 (stereo unspecified)	1%
O=S(=O)(c1ccc(Br)cc1)n1c(Cc2ccccc2)nc2ccccc21	-2%
Cc1csc2nc(CCNS(=O)(=O)c3cccs3)cn12	0%
CCOC(=O)c1cccc(NC(=O)C2(S(=O)(=O)c3ccc(Cl)cc3)CC2)c1	-9%
C[C@H]1CN([C@@H](C)CO)C(=O)c2cc(Br)cnc2O[C@H]1CN(C)C(=O)c1ccccn1	5%
NS(=O)(=O)c1cccc(NC(=O)c2cccnc2Oc2ccccc2)c1	-1%
Cc1cccc(NC(=O)CSc2nc3c(c(=O)[nH]2)CN(Cc2ccc4c(c2)OCO4)CC3)c1C	4%
CCOc1ccccc1NC(=O)Cn1c(=O)n(Cc2ccco2)c(=O)c2cccnc21	-9%
COc1ccc(NC(=O)c2noc3c2CCCC3)cc1Cl	-1%
COc1ccc(N2CC(NC(=O)COc3ccccc3F)CC2=O)cc1OC (stereo unspecified)	-7%
CC(C)NC(=O)COC(=O)C1CSC2(c3ccc(Br)cc3)CCC(=O)N12 (stereo unspecified)	3%
Cc1onc(-c2ccccc2Cl)c1C(=O)Nc1nnc(C(C)C)s1	8%
COc1ccc(/C=C2\CC/C(=C\c3ccc(OC)cc3OC)C2=O)c(OC)c1	-4%
CCOc1ccc(NS(=O)(=O)c2c(C)nc3sccn3c2=O)cc1	4%
CCN(CC)C(=O)CSc1nnc2[nH]c(=O)cc(C)n12	-5%
O=C(CCN=C1NS(=O)(=O)c2ccccc21)OCc1ccccc1	-13%
Cc1csc2c(=O)[nH]cnc12	-1%
Fc1ccccc1SCc1nnc(-c2ccccc2Br)o1	-4%
CC(=O)NC(C)CCc1ccccc1 (stereo unspecified)	-8%
COCCn1c(N)c(N(Cc2ccccc2)C(=O)CSCC(=O)Nc2ccc(OC)cc2)c(=O)[nH]c1=O	-7%
Cc1nc(-c2ccc(F)cc2)c(CC(=O)N2CCN(S(=O)(=O)c3cccc([N+](=O)[O-])c3)CC2)s1	-10%
O=C1OC(/C(=C\Nc2ccc(F)cc2F)[N+](=O)[O-])c2ccccc21 (stereo unspecified)	?
O=C(COC(=O)C1CCN(c2ccc(C(F)(F)F)cn2)CC1)Nc1ccc(F)cc1[N+](=O)[O-]	-1%
Cc1onc(-c2ccccc2)c1C(=O)NNC(=S)NC(=O)c1ccc2c(c1)OCO2	17%
COc1ccc2c(c1)c1c(c(=O)n(-c3cccc(C)c3)c(=O)n1CC(=O)NCCC1=CCCCC1)n2C	6%
COc1ccccc1CNC(=O)C1CCN(S(=O)(=O)c2ccc3c(c2)OCCO3)CC1	1%
CCCN(C(=O)CSc1nc2c(cnn2-c2ccccc2)c(=O)[nH]1)C1CCS(=O)(=O)C1 (stereo unspecified)	6%
COc1ccc(/C=C/c2n[nH]c(=O)c(C#N)c2C)cc1	3%
CCc1ccc(NC(=O)CN(c2ccc(OC)cc2)S(=O)(=O)c2c(C)[nH]c(=O)[nH]c2=O)cc1	6%
CCOC(=O)c1c(NC(=O)c2cc(-c3ccc(OC)c(OC)c3)on2)sc(C)c1C	7%
CN(C)c1ccc(/C=N/NC(=O)CCCO)cc1	-10%
O=C(c1ccc(N2C(=O)c3ccccc3C2=O)cc1)N1CCN(S(=O)(=O)c2ccccc2F)CC1	12%
CCOc1ccc2[nH]c3c(=O)n(CCc4ccc(OC)cc4)cnc3c2c1	-5%
O=C1c2oc3ccc(F)cc3c(=O)c2C(c2cccc([N+](=O)[O-])c2)N1CCCN1CCOCC1 (stereo unspecified)	-2%
CCN(CC)S(=O)(=O)c1ccc(Cl)c(NC(=O)c2cc(Cl)cc(Cl)c2)c1	-8%
COc1cc(NC(=O)c2cccs2)c(OC)cc1NC(=O)CCC(=O)Nc1ccc(C)cc1	5%
Cc1nnc(SCC(=O)N2CCOCC2)[nH]c1=O	-1%
Cc1ccc(NC(=O)c2ccc3c(=O)n4nc(Nc5ccccc5C)sc4nc3c2)cc1C	0%
COc1ccc(-c2csc(CCN3N=C(C)CC3=O)n2)cc1	-4%
CCOC(=O)c1[nH]c(C)c(C(=O)NCc2cccnc2)c1C	10%
Cc1nn(CCC(=O)Nc2cccc(C#N)c2)c(C)c1S(=O)(=O)N1CCCCC1	4%
Cn1cc(SCC(=O)N2CCOCC2)c2ccccc21	7%
COc1ccc(-c2nc3scc(CCNS(=O)(=O)c4cccc(C(C)=O)c4)n3n2)cc1	-1%
Cc1ccc(NCC(=O)Nc2cccc(S(=O)(=O)N(C)C)c2)cc1S(=O)(=O)N1CCCCCC1	2%
COc1ccc(C)c2sc(N(CCCN(C)C)C(=O)CS(=O)(=O)c3ccc(F)cc3)nc12	6%
C[C@H](CO)N1C[C@H](C)[C@@H](CN(C)C(=O)CCCN(C)C)OCc2cn(nn2)CCCC1=O	7%
O=C(Nc1ccc(F)cc1)c1ncn(-c2ccccc2)n1	-8%
Cc1ccc2c(c1)C1CN(C)CCC1N2C(=O)COc1ccccc1F (stereo unspecified)	1%
CCCCSCCCNC(=O)c1cn(CC)c2ccc(S(=O)(=O)N3CCOCC3)cc2c1=O	2%
(further entries)
SMILES	aSyn yeast rescue
O=c1[nH]c(CSc2nc(-c3ccccc3)cs2)nc2ccccc12	0%
Cc1cccc(N2CCN(C(=O)c3ccc4c(c3)N(Cc3cccc(Cl)c3)C(=O)c3ccccc3S4=O)CC2C)c1 (stereo unspecified)	0%
Fc1cccc(-c2nnn3c2nc(NCc2ccc4c(c2)OCO4)c2ccccc23)c1	2%
CC(C)(C)c1ccc(C(=O)NCC(=O)N2CCCCCC2)cc1	-2%
CCN1CCN(CCCNC(=O)Cn2c(-c3cccs3)cc3ccccc32)CC1	2%
COc1ccc(OC)c(NC(=O)CC2(CC(=O)O)CCCC2)c1	0%
Cn1c(=O)c2c(-c3ccccc3)n(-c3ccccc3)cc2n(C)c1=O	1%
CC1CCC(NC(=O)Cn2c3c(c(-c4ccccc4Cl)cc2=O)CCC3)CC1 (stereo unspecified)	-11%
CCc1ccc(OCC(=O)Nc2ccc(-c3nc4ncccc4o3)cc2)cc1	-2%
CC(C)CC(=O)Nc1c(C(=O)N2CCN(c3ccccc3F)CC2)oc2ccccc12	0%
CCOc1ccc(-c2nc(CSCC(=O)NCc3ccc(C)cc3)c(C)o2)cc1	-3%
CCc1ccccc1NC(=O)c1ccc(Cn2cc([N+](=O)[O-])cn2)cc1	-4%
Cc1ccc(NC(=O)CN(C)C(=O)c2cccc(S(=O)(=O)N3CCc4ccccc4C3)c2)cc1	2%
CSc1ccccc1NC(=O)CN(C)C(=O)C1CCN(C(=O)Nc2ccccc2)CC1	-4%
COC(=O)C[C@@H]1C[C@H]2c3cc(NS(C)(=O)=O)ccc3O[C@H]2[C@H](CO)O1	4%
Cc1ccc(C(=O)Nc2c(-c3ccccc3)nc3ccccn23)cc1	3%
Oc1ccc(/C=N/NC(=S)Nc2cccnc2)cc1	-4%
CCC1(c2ccc(Cl)cc2)NC(=O)N(CC(=O)NC2CCCCCC2)C1=O (stereo unspecified)	0%
Fc1ccc(C2=CC(c3ccco3)n3nnnc3N2)cc1 (stereo unspecified)	-2%
CCOC(=O)C(C)Sc1nnc2ccc3ccccc3n12 (stereo unspecified)	-7%
Cn1c(CN2CCCCC2)nc2cc([N+](=O)[O-])ccc21	-9%
N#Cc1ccc(C(=O)OCC(=O)N2CCOCC2)cc1	14%
O=C1OCCN1S(=O)(=O)Nc1ccccc1	-5%
CCOc1ccc(NC(=O)Cn2c(=O)n(CCCC(=O)NCCc3ccc(Cl)cc3)c(=O)c3ccccc32)cc1	5%
Cc1nc(NS(=O)(=O)c2ccccc2)sc1C(=O)NN	-19%
COc1ccc(C(=O)NCCCNC(=O)c2ccc(C)nc2)cc1	-9%
O=C(NCCS(=O)(=O)N1CCN(Cc2ccccc2)CC1)c1ccc(F)cc1	-44%[inhibitor]
CCCCn1c(N)c(N(CCC(C)C)C(=O)c2c(C)noc2C)c(=O)[nH]c1=O	14%
Cn1c(=O)c2[nH]c(-c3ccccc3Cl)c(O)c2n(C)c1=O	5%
CCOC(=O)c1c(C)oc2ncnc(N3CCN(c4ccccc4F)CC3)c12	-3%

As entered above.
Cn1c(=O)c2[nH]c(-c3ccccc3Cl)c(O)c2n(C)c1=O in aSyn yeast rescue reads 5%
CCCCn1c(N)c(N(CCC(C)C)C(=O)c2c(C)noc2C)c(=O)[nH]c1=O in aSyn yeast rescue reads 14%
COc1ccc(C(=O)NCCCNC(=O)c2ccc(C)nc2)cc1 in aSyn yeast rescue reads -9%

Next part.
SMILES	aSyn yeast rescue
COc1ccc(CCNC(=O)Cc2ccc(NC3=NC4CS(=O)(=O)CC4S3)cc2)c(OC)c1 (stereo unspecified)	-1%
Cc1ccc(CNC(=O)Cn2ncc3c([nH]c4ccc(C)cc43)c2=O)cc1	3%
C=C1CCC[C@]2(C)C[C@H]3OC(=O)C(CN[C@@H](C)c4ccccc4)[C@H]3CC12 (stereo partly specified)	10%
Cc1ccc(Cl)cc1NC(=O)CSc1nc2ccccc2c2nc(-c3ccccc3)nn12	-1%
COc1ccc(N2CCN(C(=O)COCc3cc(-c4ccc5c(c4)OCO5)on3)CC2)cc1	3%
CCCN(CCC)CC(O)CN1C(=O)NC(C)(C)C1=O (stereo unspecified)	9%
N#C/C(=C(/O)CN1CCCC1)c1nc(-c2ccccc2)cs1	-8%
CC1CN(C)C(C)c2c1oc1ccc([N+](=O)[O-])cc21 (stereo unspecified)	11%
Cc1oc2ccc(OCc3c(F)cccc3Cl)cc2c1C(=O)O	2%
CC(C)S(=O)(=O)c1cnc(N2CCOCC2)nc1N	-5%

By substructure, the compounds so far containing an aryl thioether with sulfur outside any ring (ten)
SMILES	aSyn yeast rescue
Cc1cccc(NC(=O)CSc2nc3c(c(=O)[nH]2)CN(Cc2ccc4c(c2)OCO4)CC3)c1C	4%
CCN(CC)C(=O)CSc1nnc2[nH]c(=O)cc(C)n12	-5%
Fc1ccccc1SCc1nnc(-c2ccccc2Br)o1	-4%
CCCN(C(=O)CSc1nc2c(cnn2-c2ccccc2)c(=O)[nH]1)C1CCS(=O)(=O)C1 (stereo unspecified)	6%
Cc1nnc(SCC(=O)N2CCOCC2)[nH]c1=O	-1%
Cn1cc(SCC(=O)N2CCOCC2)c2ccccc21	7%
O=c1[nH]c(CSc2nc(-c3ccccc3)cs2)nc2ccccc12	0%
CSc1ccccc1NC(=O)CN(C)C(=O)C1CCN(C(=O)Nc2ccccc2)CC1	-4%
CCOC(=O)C(C)Sc1nnc2ccc3ccccc3n12 (stereo unspecified)	-7%
Cc1ccc(Cl)cc1NC(=O)CSc1nc2ccccc2c2nc(-c3ccccc3)nn12	-1%

The listing continues.
SMILES	aSyn yeast rescue
CCc1noc(C)c1C(=O)NNC(=O)COc1ccc(C)cc1	-8%
COc1ccc(CNc2ccc([N+](=O)[O-])cc2C)cc1	-5%
CCCOC(=O)/C(=C\C=C\c1ccco1)NC(=O)c1ccccc1	0%
O=C(Nc1cccc(Cl)c1)Nc1ccccc1OCc1cc(=O)n2ccccc2n1	-2%
CCCN1CCN(CCCNC(=O)c2cc3c(s2)-c2ccccc2OC3)CC1	7%
COc1ccccc1C(=O)NC1CCN(C(=O)Nc2ccc(C)cc2)CC1	4%
O=C1CNC(=O)/C1=C/c1ccc(Br)cc1	0%
COC(=O)c1ccc(NC(=O)CC2C(=O)N(c3cccc(C)c3)C(=O)N2C2CCCC2)cc1 (stereo unspecified)	1%
CSC1=N/C(=C/c2ccc(-n3cncn3)cc2)C(=O)N1	-6%
COc1cc(S(=O)(=O)n2ccnc2C(C)C)ccc1Br	7%
O=C1CC(c2ccccc2)CC2=C1C=Nc1ccccc1N2 (stereo unspecified)	-3%
CCOC(=O)c1sc(S(C)(=O)=O)c2c1CCc1conc1-2	6%
CCOc1ccc(NC(=O)CSc2oc(-c3ccc(C)cc3)nc2S(=O)(=O)c2ccc(C)cc2)cc1	3%
Cc1ccnn1CC(=O)N/N=C/c1cccs1	0%
O=C(NCC(=O)N1CCN(Cc2c(F)cccc2Cl)CC1)c1cccs1	-3%
CN(C(=O)c1cncc(Br)c1)c1c(N)n(Cc2ccccc2)c(=O)[nH]c1=O	-9%
CCOC(=O)c1ccccc1Nc1nc2ccc(C)cc2n2nnnc12	2%
O=C(CNC(=O)c1ccc(Br)o1)NNC(=O)c1cccc(Cl)c1	1%
COc1ccc(C(=O)NCCS(=O)(=O)NCc2ccccc2OC)cc1	-3%
CCOc1ccc(-c2cc3c(=O)n(CC(=O)NCc4ccc(C)cc4)ccn3n2)cc1	-1%
CCOC(=O)c1ccc(-c2ccc(/C=C(\C#N)C(=O)Nc3c(C)cccc3Cl)o2)cc1	-3%
Cc1cc2c(cc1S(=O)(=O)NCCc1ccccc1)NC(=O)CO2	7%
Cc1csc(SCC(=O)Nc2nnc(C)s2)n1	-8%
COc1ccc(OCC(=O)N2CCN(S(=O)(=O)c3ccc4c(c3)OCCO4)CC2)cc1	0%
Cc1ccc(CNC(=O)CSc2nc3ccsc3c(=O)n2Cc2ccccn2)cc1	8%
CC(c1ccon1)N(C)Cc1cn(C)nc1-c1ccc2c(c1)OCCO2 (stereo unspecified)	5%
Cc1cc2[nH]c(=O)c(=O)[nH]c2cc1S(=O)(=O)N1CCN(c2cccc(Cl)c2)CC1	3%
COC(=O)[C@H](C)NC(=O)Nc1cccc(Br)c1	-3%
CCC1Oc2ccccc2N(CC(=O)NCc2ccccc2)C1=O (stereo unspecified)	3%
Cc1ccc(C)c(NC(=O)Cn2c(SCC(=O)NCc3ccccc3)nc3ccccc32)c1	-6%
S=c1[nH]nc(-c2ccccn2)n1/N=C/c1cccc2ccccc12	-1%
O=C(O)c1cnc2ccc(Cl)cc2n1	-5%
CCC(C)NC(=O)c1ccc2c(c1)sc1nc(-c3ccc(OC)cc3)cn12 (stereo unspecified)	5%

Some of the compounds tested (hit frequency here may not be typical).
